High-throughput results deposited in PubChem BioAssay by National Center for Advancing Translational Sciences (NCATS).
RXFP1 antag: blocks the human relaxin receptor RXFP1; Q9HBX9; HEK293-RXFP1, relaxin-stimulated cAMP HTRF, 30 min; active compounds read low; activity change, negative = inhibition, % at 57.5 µM; 350,000 tested, 0.59% active; AID 1259400;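 active means activity change of -60% or lower, but not beyond a set lower limit; inconclusive means change between -60% and -40%, or beyond the set limit; inactive means change above -40%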; further: on the % scale 0 is the no-effect control and ±100 the full control effect
D1 agonist: human D1 receptor agonism. P21728. HEK293 T-REx D1 cells, calcium flux, agonist mode. activation, % at 2 µM. 360,000 tested, 1% active; in the data active means activation above about 30%; further: 0% is about no effect
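Inducible HEK293 T-REx D1 cells, force-coupled to calcium signalling, were plated at 4000 cells/well with tetracycline and held overnight at 30 C. After no-wash calcium dye loading, compound-evoked calcium rise over 180 s flagged agonists.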
Apoferritin bind: binds horse apoferritin like a general anesthetic. apoferritin/1-aminoanthracene competitive binding, fluorescence. 350,000 tested, 0.074% active. Potency, µM (doses to about 77.5 µM), inactives show top-dose activity change, negative = displacement, usual class: inhibitors; further: potency means the concentration at half of the fitted maximal effect; on the % scale 0 is the no-effect control and ±100 the full control effect; nearly all actives have a fitted effect of over 20% in size
Target sequence (P02791 2-175 limits assumed): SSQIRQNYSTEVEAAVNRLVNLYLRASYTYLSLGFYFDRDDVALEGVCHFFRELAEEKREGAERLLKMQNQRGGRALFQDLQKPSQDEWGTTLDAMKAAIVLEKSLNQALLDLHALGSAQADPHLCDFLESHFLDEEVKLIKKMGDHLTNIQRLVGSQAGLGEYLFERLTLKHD
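10 uM apoferritin + 50% sat. 1-AMA, PBS; cpd 10 min RT; Ex380/Em535 endpoint; normalized to free probe vs complex; 4-param Hill fit; propofol titration as pos. ctrl.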
D1 antag: human D1 dopamine receptor antagonism; HEK293 TREx D1 cells, calcium flux, dopamine EC80; active compounds read low; AID 504652; 360,000 tested, 3.2% active; activity change, negative = inhibition, % at 10 µM; in the data active means activity change below about -30%; further: on the % scale 0 is the no-effect control and ±100 the full control effect
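Antagonism measured as reduced calcium response to an EC80 dopamine addition following 180 s compound pre-read; cells were inducible HEK293 Trex D1 plated overnight at 30 C, read kinetically at 1 cycle/sec.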
TRHR ag: activates the human TRH receptor; P34981; TRHR cells, calcium flux fluo-8, FDSS agonist mode; activation, % at 2 µM; 360,000 tested, 0.18% active; AID 493084; in the data active means activation above about 30%; further: 0% is about no effect
Target sequence (P34981 whole entry, looked up): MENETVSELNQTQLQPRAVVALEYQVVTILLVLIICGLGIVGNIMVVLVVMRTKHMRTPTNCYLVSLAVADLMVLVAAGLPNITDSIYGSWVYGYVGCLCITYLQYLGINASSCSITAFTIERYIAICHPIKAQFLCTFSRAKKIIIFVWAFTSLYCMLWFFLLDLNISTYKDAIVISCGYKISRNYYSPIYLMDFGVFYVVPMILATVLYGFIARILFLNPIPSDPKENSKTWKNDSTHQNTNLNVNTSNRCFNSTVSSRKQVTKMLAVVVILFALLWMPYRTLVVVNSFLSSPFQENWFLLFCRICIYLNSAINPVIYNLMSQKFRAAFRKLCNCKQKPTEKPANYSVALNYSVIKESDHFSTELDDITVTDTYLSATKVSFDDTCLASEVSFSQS
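Agonist-mode FDSS calcium read (Ex 480/Em 530, 1 s cycles) in 1536-well TRHR cells with fluo-8 dye, after 10-cycle baseline and 23 nL compound addition; TRH at EC20 (10 nM final) added afterwards for the enhancer phase.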
RXFP1 agonist: agonists of human relaxin receptor RXFP1; Q9HBX9; Potency, µM (titrated, usually from 57.5 µM), for inactives: at the highest dose activation, most hits filed as activators; 370,000 tested, 0.3% active; HEK293T-RXFP1 cAMP TR-FRET, 30 min; response scale: percent of porcine relaxin response, buffer zero; further: potency means the concentration at half of the fitted maximal effect; on the % scale 0 is the no-effect control and ±100 the full control effect; nearly all actives have a fitted effect of over 60% in size; many of its hits are not listed in these tables
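cAMP rise read by TR-FRET after 30 min, 37C compound exposure (up to 58 uM) in RXFP1-transfected HEK293 cells with Ro 20174 present. EC50 from Hill-equation fits, with 29 nM porcine relaxin as 100% and buffer as basal.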
TRHR enhancer: allosterically enhances the human TRH receptor; TRHR cells, fluo-8 calcium fluorescence, EC20 TRH enhancement; P34981; 360,000 tested, 0.66% active; enhancement, % at 2 µM; in the data active means enhancement above about 30%; further: 0% is about no effect
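TRHR-expressing cells loaded with fluo-8 calcium dye were read kinetically (ex 480/em 530) during compound addition, then stimulated with an EC20 of TRH (10 nM final). Enhancement of the Gq-mediated intracellular calcium response was scored.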
D1 potentiator: human D1 dopamine receptor positive modulation | P21728 | HEK293 TREx D1 cells, calcium flux, dopamine EC20 potentiation | potentiation, % at 10 µM | 360,000 tested, 0.036% active | AID 504651; in the data active means potentiation above about 30%; further: 0% is about no effect
D2 PAM: positively modulates the human D2 dopamine receptor allosterically; P14416; HEK293 T-REx D2, calcium flux, EC20 dopamine potentiation; potentiation, % at 10 µM; 340,000 tested, 0.34% active; AID 485347;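 active means potentiation over 3 SD above the plate norm, cut at about 30% in these data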; further: 0% is about no effect
Target sequence (P14416 whole entry, looked up): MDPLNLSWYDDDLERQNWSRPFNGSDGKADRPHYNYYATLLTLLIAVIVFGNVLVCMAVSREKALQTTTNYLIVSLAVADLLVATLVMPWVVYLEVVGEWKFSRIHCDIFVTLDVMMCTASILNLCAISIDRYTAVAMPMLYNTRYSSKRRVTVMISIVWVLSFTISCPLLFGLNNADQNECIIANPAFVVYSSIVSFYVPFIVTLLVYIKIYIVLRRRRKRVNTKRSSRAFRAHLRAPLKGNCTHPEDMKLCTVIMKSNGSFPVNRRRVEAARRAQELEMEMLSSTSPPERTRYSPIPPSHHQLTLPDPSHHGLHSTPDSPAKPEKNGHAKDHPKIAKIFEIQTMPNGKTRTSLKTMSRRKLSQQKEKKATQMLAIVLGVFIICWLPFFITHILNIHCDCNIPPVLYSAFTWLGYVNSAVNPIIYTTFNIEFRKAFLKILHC
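Potentiation of an EC20 dopamine calcium response measured kinetically over 180 s, after a preceding 180 s compound-only read flagging agonists. Cells: inducible Hek293 Trex D2 line, 4000/well, cultured overnight at 30 C before dye loading.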
* hit, by the source's call; u = inconclusive; x = not tested or not shown; [ ] = dose if it differs, or a comment. Unless noted, the call rests on the fitted dose curve; in most records, active means well fitted curve in the direction sought with a large enough effect; inconclusive means small, poorly fitted or top-dose-only effect, or another doubt; inactive means no such curve, though single readings can be large; an effect the other way counts as inactive or inconclusive. The list is partial, so the mix of outcomes need not match the whole.

Below each SMILES: RXFP1 antag	D1 agonist	Apoferritin bind	D1 antag	TRHR ag	RXFP1 agonist	TRHR enhancer	D1 potentiator	D2 PAM
COc1ccc(NC(=O)c2cc(OC)c(OC)c(OC)c2)cc1S(=O)(=O)N1CCCCC1
 : -9	-1	-17%	-3	-0.2	1.5%	11	-1	x
O=C(CCC(=O)c1ccc(F)cc1)Nc1cccnc1
 : 1	0	3%	5	-0.1	-0.1%	-5	-6	-12
COC(=O)C(Cc1ccccc1)NC(=O)CNC(=O)c1ccccc1OC (centres undefined)
 : 6	2	11%	-5	1.2	4.3%	-5	-5	-3
COc1ccc(-c2cn3c(n2)sc2cc(C(=O)Nc4ccccc4F)ccc23)cc1
 : 2	-1	-11%	-2	-0.2	13%	-6	0	4
CN1C/C(=C/c2cccs2)C(=O)/C(=C\c2cccs2)C1
 : 1	6	-4%	-8	-1.8	1.1%	2	-2	42*
c1cnn(-c2cncc(-n3cccn3)n2)c1
 : 10	1	1%	25	0.1	-0.1%	5	-1	18
Fc1ccccc1COc1ccc(Br)cc1CNCC1CCCO1 (centres undefined)
 : -11	12	-11%	-50*	0.1	-0.5%	-3	-12	-12
O=S(=O)(Nc1ccc(-n2cnnn2)cc1)c1ccc(Cl)cc1
 : -8	2	x	1	0.1	2.0%	0	-3	18
NC(=O)COC(=O)c1ccc(Cl)c(S(=O)(=O)N2CCN(c3ccc(F)cc3)CC2)c1
 : -9	4	-22%	-12	-0.6	0.4%	2	3	-2
Cc1ccc(C(C)C)c(OCc2n[nH]c(=S)o2)c1
 : -13	1	-5%	-13	0.1	-1.9%	0	-3	14
COc1ccccc1NC(=O)N1CCN(c2nnc(C)c3c(C)n(-c4ccc(Cl)cc4)nc23)CC1
 : -5	2	-3%	3	-0.2	-2.6%	-2	-4	8
COc1ccccc1C(=O)N/C(=C/c1ccc(Br)cc1)C(=O)NCCO
 : 20	2	-14%	15	-0.1	-2.6%	1	-2	-3
O=C(CCN1CCc2ccccc21)c1ccc2c(c1)OCCO2
 : -14	8	u	-24	0.0	-4.9%	-2	5	10
CCC(C)NC(=O)/C=C/c1cccs1 (centres undefined)
 : 0	0	6%	17	-0.1	0.6%	1	-1	7
CCOC(=O)C(C)n1cnc2c(nnn2-c2cccc(Cl)c2)c1=O (centres undefined)
 : 6	6	-18%	0	0.9	-0.4%	-1	x	5
O=C(Cn1cc(C(=O)C2CC2)c2ccccc21)NCC1CCCO1 (centres undefined)
 : 4	0	-10%	-14	-0.4	0.8%	-2	-1	5
COCCNC(=S)N(CCc1c(C)[nH]c2ccc(OC)cc12)Cc1ccco1
 : -18	0	-12%	-3	-1.2	3.6%	-10	-7	-10
C=CCNC(=O)CCCOc1cc(C)ccc1C
 : 0	3	9%	-10	0.0	0.6%	11	3	13
CCCOc1ccc(C(=O)CCC(=O)NNC(=O)c2ccncc2)cc1
 : -15	2	-5%	-9	-1.0	0.5%	1	-1	11
CC(=O)Nc1cccc(-n2nnc(SCC(=O)N(C)c3ccccc3)n2)c1
 : -10	3	-10%	3	-0.3	0.9%	-11	-3	-12

Part of the list above in another layout:
mol,RXFP1 antag,D1 agonist,Apoferritin bind,D1 antag,TRHR ag,RXFP1 agonist,TRHR enhancer,D1 potentiator,D2 PAM
NC(=O)COC(=O)c1ccc(Cl)c(S(=O)(=O)N2CCN(c3ccc(F)cc3)CC2)c1,-9,4,-22%,-12,-0.6,0.4%,2,3,-2
Cc1ccc(C(C)C)c(OCc2n[nH]c(=S)o2)c1,-13,1,-5%,-13,0.1,-1.9%,0,-3,14

The listing continues:
Below each SMILES: RXFP1 antag	D1 agonist	Apoferritin bind	D1 antag	TRHR ag	RXFP1 agonist	TRHR enhancer	D1 potentiator	D2 PAM
C=CCn1c(C)c(C(=O)OCC)c2cc(O)c3ccccc3c21
 : -6	2	0%	-3	0.4	0.3%	23	7	x
Cc1ccc(CNC(=O)C(=O)NCC(c2cccnc2)N2CCN(c3ccc(F)cc3)CC2)cc1 (centres undefined)
 : -24	0	6%	0	0.0	1.9%	-6	-3	4
CNC(=O)CSc1nnc(-c2ccccn2)n1Cc1ccco1
 : -1	1	-5%	-16	0.2	-0.1%	-11	-5	8
Cc1cc2c(cc(C(=O)N3CCC(C(=O)NC4CCCC4)CC3)n2Cc2c(F)cccc2Cl)o1
 : 1	0	-4%	-4	-1.2	0.1%	9	-9	-1
O=C(Nc1cccc(Cl)c1)Nc1ccc2c(c1)OCO2
 : -27	25	4%	-30	1.4	-1.2%	2	-8	9
CCc1ccc(NC(=O)COC(=O)/C=C/c2c(C)nn(C3CCS(=O)(=O)C3)c2Cl)cc1 (centres undefined)
 : -1	3	-19%	12	0.8	1.8%	-3	0	12
N/C(=N\OS(=O)(=O)c1cc(Cl)ccc1Cl)c1ccncc1
 : -1	4	0%	2	0.9	3.7%	7	0	x
O=C(Nc1cc2ccc(O)cc2oc1=O)c1ccc(F)cc1
 : -8	3	7%	-7	1.3	0.8%	-4	-1	-3
CCCN(CCC)CCCNC(=O)C1CCCN(S(=O)(=O)c2cccc3nsnc23)C1 (centres undefined)
 : -6	-1	-10%	4	-0.3	4.4%	-2	2	-29
O=c1[nH]c(=O)n(Cc2ccccc2)c2nc(-c3ccco3)cc(C(F)(F)F)c12
 : -24	1	-12%	-19	0.3	4.2%	2	-7	-8
O=C(/C=C/c1cc([N+](=O)[O-])ccc1OC(F)F)NCc1ccc(Cl)cc1
 : 2	1	u	4	-0.8	0.1%	-8	-1	-20
CCOc1ccccc1N1CCN(CC(O)COC2CCCc3ccccc32)CC1 (centres undefined)
 : -35	1	5%	-2	-0.3	-2.0%	6	2	-34
COc1cc(N)c(Cl)cc1C(=O)OCC(=O)NC1CCCC1
 : 0	4	-7%	-13	-0.3	3.0%	2	-10	16
COc1cc(C#N)ccc1OCC(=O)N1CCc2ccccc2C1
 : -8	-4	-8%	-1	-0.4	-1.7%	2	-1	38*
CCOc1ccc(/C=N/n2cc(-c3ccccc3)[nH]c2=S)cc1
 : -26	3	36%[activator]	-20	0.5	-0.5%	3	1	-6
CCOC(=O)N1CCC(NC(=O)C2CCN(c3ccc(N4CCOCC4)nn3)CC2)CC1
 : 10	-1	57%[activator]	-10	-0.2	2.3%	10	-16	17
COc1ccccc1NS(=O)(=O)c1cccc(NC(=O)c2sc3ccccc3c2Cl)c1
 : -8	6	-17%	x	0.7	5.5%	-4	0	0
COc1cc(C2=NOC(C(=O)Nc3ccc(C(C)=O)cc3)C2)cc(OC)c1OC (centres undefined)
 : 13	0	-13%	-12	-0.5	-0.3%	-5	-7	-9
Cc1ccc(CNC(=O)c2cccc(-n3cnnn3)c2)cc1
 : -18	0	-12%	15	0.0	0.3%	30*	-1	11
Cc1cccc(CN2CCC(CNC(=O)Cn3ncc4c([nH]c5ccc(C)cc54)c3=O)CC2)c1
 : 2	1	52%[activator]	-5	-1.6	-2.2%	-3	-6	-4
CC(=O)NC1C(OCc2ccccc2)OC(COC(C)=O)C(OC(C)=O)C1OC(C)=O (centres undefined)
 : 1	0	3%	-6	1.0	-0.1%	11	9	10
O=C(NCCCO)c1cc2c([nH]c3ccccc32)c(-c2ccc(F)cc2)n1
 : 14	0	3%	-6	-0.6	0.5%	-5	-5	-11
CCN(CC)c1ccc(C2C(C(N)=O)=C(C)Nc3ncnn32)cc1 (centres undefined)
 : x	2	10%	-4	0.4	-0.6%	-7	-2	9
O=C(NC1CCCC1)c1cc(-c2ccc(Cl)c(Cl)c2)on1
 : -15	1	0%	-10	-1.8	-0.8%	5	0	22
C/C(=N\NC(=S)NC1CCCCC1)c1ccc(C#N)cc1
 : 3	2	-10%	5	0.8	2.0%	-6	10	-4
CN(C)c1ccc(CNc2nc(-c3ccccc3)nn2S(C)(=O)=O)cc1
 : 1	-1	-8%	9	-0.3	1.8%	2	-1	-3
O=C(c1ccc2c(c1)N(Cc1ccc(Cl)cc1)C(=O)c1ccccc1S2=O)N1CCCCC1 (centres undefined)
 : x	1	-15%	1	-0.1	1.9%	-3	0	-12
CN(C)S(=O)(=O)c1ccc(N2CCCC2)c(C(=O)NCC2CCCCC2)c1
 : 0	0	-5%	6	-0.7	0.7%	-10	-5	0
O=C(c1sccc1Cl)N1CCN(Cc2ccc3c(c2)OCO3)CC1
 : -10	4	1%	-21	0.5	-1.6%	3	-4	-25
O=C(Cn1c(=O)c2cccn2c2cccnc21)N1CCN(c2ccccc2F)CC1
 : -7	3	2%	7	0.6	3.9%	-7	-3	-1
O=C(NNC(=O)C(c1ccccc1)c1ccccc1)c1cccs1
 : 1	1	-7%	-16	-0.2	0.6%	-4	-11	0
O=C(c1cccc(C(F)(F)F)c1)N1CCCC1
 : -17	1	-13%	2	-0.1	-0.1%	3	-4	10
Nc1ccc(C(=O)Nc2cccc(NC(=O)c3ccc(N)cc3)c2)cc1
 : -8	3	-2%	2	0.1	0.7%	-3	-1	9
O=C(O)CCCN1C(=O)C2C3CCC(O3)C2C1=O (centres undefined)
 : -1	2	-1%	-3	1.6	0.2%	13	1	2
O=C(CN(C(=O)c1cc2c(s1)CCC2)C1CCCC1)NCc1cccs1
 : -6	1	-22%	-11	-2.5	2.2%	-4	-4	-5
Cc1cc(NC(=O)CSc2ccccc2)no1
 : 1	1	u	-19	-0.2	1.8%	-5	-1	6
Cc1ccc(-c2c(C#N)c(N)n(-c3ccccc3)c(=O)c2C#N)cc1
 : -16	4	-9%	-15	0.3	9.0%	6	-10	8
CC1CN(C(=O)N2CCC(C(=O)NCc3ccco3)CC2)c2ccccc2O1 (centres undefined)
 : -13	0	-12%	-3	-0.6	0.9%	-8	-2	-8
O=C(NC(=S)Nc1cccc(Cl)c1N1CCOCC1)c1cccs1
 : -4	2	-12%	18	0.5	-1.4%	-3	0	17
O=C(Nc1cccc2ccccc12)N1CCN(c2ccc(F)cc2)CC1
 : -16	1	-14%	-6	-0.6	2.9%	0	-4	-4
O=C(Nc1ccc(OC(F)(F)F)cc1)C1CC(c2ccc(F)cc2)=NO1 (centres undefined)
 : -9	8	-9%	-35*	-0.4	-1.9%	-5	-3	-5
Cc1ccn2c(=O)nc(SCC(=O)NCCc3ccccc3)nc2c1
 : -4	2	x	-15	0.4	1.7%	9	-1	-5
CC(=O)c1cccc(CN2CCC(C(=O)Nc3cccc(-c4ccn[nH]4)c3)CC2)c1
 : -23	0	-8%	22	1.0	-2.9%	3	-2	-18
COC(=O)CSc1nc(-c2ccccc2)nc2ccc(F)cc12
 : -3	-1	-16%	0	1.1	23%	24	1	x
